IMP-1 inh: inhibitors of Pseudomonas aeruginosa IMP-1 metallo-beta-lactamase | purified IMP-1, nitrocefin hydrolysis, epi-absorbance fluorescence | AID 1556 | inhibition, % at 5.6 µM | hit rate 0.45% among 290,000;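 active = inhibition above the mean plus 3 SD of all compounds in the same screening run, cut at about 4.5% in these data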;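 also: 0% = IMP-1 with DMSO and 100% = DMSO wells lacking enzyme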
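assay system = purified recombinant IMP-1 metallo-beta-lactamase enzyme | schedule = 15 min preincubation plus 25 min reaction at 25 °C | signal = Epi-absorbance fluorescence, 480 nm excitation, 530 nm emission | read-out basis = percent inhibition from optical density relative to buffer-blank wells | controls = IMP-1 with DMSO as 0%, enzyme-free DMSO as 100%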
GPR7 antag: blocks human GPR7 receptor signaling; GPR7-expressing cells, fluorescence antagonist assay; P48145; hit rate 1.1% among 290,000; inhibition, % at 4.4 µM; in the data active = inhibition above about 16%, passing the limit was not always enough;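 also: cells stimulated with the agonist NPW; 0% = agonist with vehicle and 100% = vehicle without agonist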
IDE cell activ: activators of human insulin-degrading enzyme in cells | HEK cells, FAbeta-B cleavage, fluorescence polarization; 0% vehicle, 100% cell-free pure enzyme wells | activation, % at 5.96 µM | P14735 | hit rate 0.073% among 340,000;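 active = activation above the mean of all tested compounds plus 3 SD, set per screening campaign, cut at about 17% in these data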
PHOSPHO1 inh: blocks human PHOSPHO1 phosphatase activity; Q8TCT1; hit rate 1.1% among 290,000; inhibition, % at 13.3 µM; recombinant PHOSPHO1, absorbance phosphatase assay; in the data active = inhibition above about 60%
p-CIP stab down: lowers stability of the mouse p/CIP coactivator protein; decrease of EGFP signal, % at 10 µM; hit rate 0.01% among 290,000; Q05BA5; F442A p/CIP-EGFP cells, EGFP fluorescence, 16 h; AID 1984;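 active = EGFP signal decrease of at least 30% at 10 µM or well 3 SD below plate mean, unless failing retest; inactive = the rest, including hits failing retest or dose response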; also: some compounds called inactive have numbers as strong as hits; many of its hits are not listed in these tables
Target sequence (Q05BA5 1-1403): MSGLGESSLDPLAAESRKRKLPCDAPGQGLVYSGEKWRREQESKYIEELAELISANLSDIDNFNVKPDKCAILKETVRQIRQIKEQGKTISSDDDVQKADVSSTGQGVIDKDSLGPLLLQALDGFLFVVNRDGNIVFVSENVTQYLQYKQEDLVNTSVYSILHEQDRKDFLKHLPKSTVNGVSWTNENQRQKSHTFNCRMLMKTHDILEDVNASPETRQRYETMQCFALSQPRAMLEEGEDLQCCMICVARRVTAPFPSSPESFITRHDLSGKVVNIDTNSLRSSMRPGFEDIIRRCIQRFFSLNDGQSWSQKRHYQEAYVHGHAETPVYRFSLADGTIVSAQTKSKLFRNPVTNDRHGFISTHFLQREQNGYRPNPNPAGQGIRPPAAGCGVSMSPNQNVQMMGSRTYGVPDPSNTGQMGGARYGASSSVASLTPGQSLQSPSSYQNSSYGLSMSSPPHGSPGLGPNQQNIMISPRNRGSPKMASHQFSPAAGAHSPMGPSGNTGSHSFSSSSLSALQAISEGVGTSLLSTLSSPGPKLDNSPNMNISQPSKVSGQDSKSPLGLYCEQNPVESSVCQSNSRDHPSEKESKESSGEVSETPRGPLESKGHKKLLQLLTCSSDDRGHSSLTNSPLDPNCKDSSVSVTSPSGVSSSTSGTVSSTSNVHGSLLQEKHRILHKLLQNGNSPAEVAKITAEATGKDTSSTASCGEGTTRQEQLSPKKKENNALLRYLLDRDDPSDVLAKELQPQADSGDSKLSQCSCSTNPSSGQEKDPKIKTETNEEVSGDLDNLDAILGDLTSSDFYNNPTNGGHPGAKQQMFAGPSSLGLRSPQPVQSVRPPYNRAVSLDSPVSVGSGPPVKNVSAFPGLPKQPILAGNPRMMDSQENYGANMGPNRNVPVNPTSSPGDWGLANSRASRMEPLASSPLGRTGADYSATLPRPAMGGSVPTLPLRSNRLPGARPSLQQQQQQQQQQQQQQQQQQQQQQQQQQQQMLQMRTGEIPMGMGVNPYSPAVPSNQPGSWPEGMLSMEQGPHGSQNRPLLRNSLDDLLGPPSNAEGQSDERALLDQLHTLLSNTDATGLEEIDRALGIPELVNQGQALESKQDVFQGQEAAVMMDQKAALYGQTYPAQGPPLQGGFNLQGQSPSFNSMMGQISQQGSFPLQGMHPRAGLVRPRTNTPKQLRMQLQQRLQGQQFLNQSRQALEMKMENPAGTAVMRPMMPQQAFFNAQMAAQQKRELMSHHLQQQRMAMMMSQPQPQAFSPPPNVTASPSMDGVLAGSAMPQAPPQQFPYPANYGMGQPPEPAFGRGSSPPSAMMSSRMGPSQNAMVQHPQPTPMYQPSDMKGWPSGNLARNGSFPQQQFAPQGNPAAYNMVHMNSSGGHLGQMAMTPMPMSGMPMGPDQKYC
PfM18AAP inh: blocks P. falciparum M18 aspartyl aminopeptidase; hit rate 1.2% among 290,000; inhibition, % at 7.35 µM; recombinant PfM18AAP, H-Glu-NHMec fluorogenic cleavage;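 active = inhibition above the campaign mean inhibition over all tested compounds plus 3 SD, cut at about 28% in these data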;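 also: 0% = plate median of test compound wells and 100% = 2 mM ZnCl2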
NALP1 yeast inh: inhibitors of NALP1 inflammasome in yeast. S. cerevisiae NALP1/ASC/caspase-1 growth, X-gal OD620, 72 h. inhibition, % at 10 µM. hit rate 0.61% among 280,000; in the data active = inhibition mostly above about 24%, no sharp cut-off; inactive = mostly below about 32%; also: some compounds called inactive have numbers as strong as hits
VIM-2 inh: blocks Pseudomonas aeruginosa VIM-2 metallo-beta-lactamase | AID 1527 | purified VIM-2, nitrocefin hydrolysis, epi-absorbance fluorescence | inhibition, % at 5.6 µM | hit rate 0.89% among 290,000;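 active = inhibition above the mean of all tested compounds plus 3 SD, cutoff set per screening run, cut at about 7.5% in these data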;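 also: red hydrolysis product quenches plate fluorescence so inhibitors raise well fluorescence; 0% = enzyme with DMSO and 100% = DMSO without enzyme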
IDE inh: inhibits human insulin-degrading enzyme in HEK cells; AID 434962; FAbetaB cleavage, fluorescence polarization; inhibition, % at 5.59 µM; hit rate 0.41% among 320,000;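 active = percent inhibition above the average of all tested compounds plus 3 SD, set per screening campaign, cut at about 16% in these data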;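 also: IDE supplied by intact live HEK cells; FP after avidin binding of uncleaved biotin substrate so inhibition keeps polarization high; 0% = DMSO wells and 100% = 60 µM reference IDE inhibitor Ii1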
Numbers without * were called inactive; . = not tested or not shown; & = joins results of further samples. Compounds as they come; overall some 5.3% were active at least once.

[1] Cc1ccc2cc3cc(C(=O)NCCCN4CCCC4=O)oc3nc2c1
[2] COC(=O)c1ccc(C(=O)OC)c(NC(=S)N2CCCCC2C)c1 (configuration not stated)
[3] COc1ccc(-c2nc(CS(=O)CC(=O)NC(C)CCc3ccccc3)c(C)o2)cc1OC (configuration not stated)
[4] Cc1ccccc1C(=O)Nc1ccccc1C(=O)N1CCC(C)CC1
[5] Cc1cc(=O)oc2cc(OS(C)(=O)=O)ccc12
[6] CN(c1ccccc1C(=O)Nc1cccc([N+](=O)[O-])c1)S(=O)(=O)c1ccccc1
entry no.	1	2	3	4	5	6
IMP-1 inh	-2.6	-0.2	-0.4	0.1	-4.2&-1.7	-3.6
GPR7 antag	-1	-5	-4	-6	-14&-1	-17
IDE cell activ	4	2	4	5	4	5
PHOSPHO1 inh	29	-5	22	32	23&-3	.
p-CIP stab down	-5	0	1	-6	-4&-5	14
PfM18AAP inh	-3	3	-3	-7	-3&-4	4
NALP1 yeast inh	12	27	17	-4	24	11
VIM-2 inh	1.3	-3.9	0.7	-0.8	-1.8&-1.2	-2.0
IDE inh	3	4	1	-5	4	.

[7] COc1ccc(-n2c(CSc3nc(C)cc(C)n3)nnc2SCC(=O)Nc2nccs2)cc1
[8] Cc1cc(C)c(C(=O)/C=C/c2cccc3ccccc23)c(=O)[nH]1
[9] CCC1Oc2ccccc2N(CC(=O)NCCN2C(C)CCCC2C)C1=O (configuration not stated)
[10] CCN1CCCC1CNC(=O)C(=O)Nc1ccc(OC)cc1 (configuration not stated)
[11] COCCNC(=S)N1CCc2cc(OC)c(OC)cc2C1COc1cc(C)cc(C)c1 (configuration not stated)
[12] O=C(Nc1ncc2c(n1)CC(c1ccco1)CC2=O)c1ccccc1 (configuration not stated)
entry no.	7	8	9	10	11	12
IMP-1 inh	-1.4	-3.6	-2.9	-1.2	-3.8	-2.3
GPR7 antag	1	-7	-3	9	-7	-8
IDE cell activ	7	0	-9	-1	0	0
PHOSPHO1 inh	3	-27	-14	-3	13	-68
p-CIP stab down	-18	0	-15	-3	-3	5
PfM18AAP inh	-9	-9	-5	-2	1	0
NALP1 yeast inh	10	24	-2	21	-2	-2
VIM-2 inh	0.6	-3.4	1.4	1.3	-2.5	-2.5
IDE inh	0	5	2	-4	-1	4

Exported as a markdown table: 2 of the compounds above
| item | canonical_smiles | IMP-1 inh | GPR7 antag | IDE cell activ | PHOSPHO1 inh | p-CIP stab down | PfM18AAP inh | NALP1 yeast inh | VIM-2 inh | IDE inh |
| --- | --- | --- | --- | --- | --- | --- | --- | --- | --- | --- |
| 11 | COCCNC(=S)N1CCc2cc(OC)c(OC)cc2C1COc1cc(C)cc(C)c1 (configuration not stated) | -3.8 | -7 | 0 | 13 | -3 | 1 | -2 | -2.5 | -1 |
| 12 | O=C(Nc1ncc2c(n1)CC(c1ccco1)CC2=O)c1ccccc1 (configuration not stated) | -2.3 | -8 | 0 | -68 | 5 | 0 | -2 | -2.5 | 4 |

(cont.)
[13] COc1cc(/C=N/NC(=O)c2ccc(N(C)S(=O)(=O)c3ccccc3)cc2)cc(OC)c1OC
[14] CCCCCSc1nc2c(cnn2-c2ccc(F)cc2)c(=O)[nH]1
[15] Oc1cccc(/C=N/Nc2ncnc3c2ncn3Cc2ccccc2)c1
[16] Cc1ccc(-c2cc(C(=O)O)n[nH]2)o1
[17] O=C(Nc1ccccn1)c1ccc(Br)c(S(=O)(=O)N2CCCC2)c1
[18] Cc1ccc(-n2nnc3c(=O)n(CC(=O)c4ccccc4)cnc32)cc1
entry no.	13	14	15	16	17	18
IMP-1 inh	-2.8	-0.6	-4.6	-2.3	-1.6	-2.1
GPR7 antag	-12	0	2	-5	-16	-1
IDE cell activ	-3	4	1	-1	-4	6
PHOSPHO1 inh	-10	33	-3	10	21	6
p-CIP stab down	2	-4	1	8	-9	5
PfM18AAP inh	-1	-7	18	4	2	1
NALP1 yeast inh	22	21	17	-3	14	31
VIM-2 inh	-3.3	-1.6	-5.5	-4.1	-3.5	-7.1
IDE inh	4	-4	-7	9	2	2

[19] CCOC(=O)c1c(NC(=O)C(C)Sc2nnc(C)c(=O)[nH]2)sc2c1CCCC2 (configuration not stated)
[20] Cc1cccc(C(=O)c2cccc(C)c2)c1
[21] CCC(C)c1ccc(NC(=O)CSc2nncn2N)cc1 (configuration not stated)
[22] CC(C)Sc1cc(N2CCOCC2)nc(-c2ccccc2)n1
[23] CCC(=O)N1CCN(CCN=CC2=C(O)CC(c3cccs3)CC2=O)CC1 (configuration not stated)
[24] CCCOc1ccccc1C(=O)N1CCNC(=O)C1CC(=O)OC(C)C (configuration not stated)
entry no.	19	20	21	22	23	24
IMP-1 inh	-2.9	0.4	-2.6	-2.9	-2.8	-0.6
GPR7 antag	-13	4	-1	-10	-16	-2
IDE cell activ	3	-3	4	3	1	-2
PHOSPHO1 inh	30	6	15	-11	-2	35
p-CIP stab down	-6	-7	0	4	-1	6
PfM18AAP inh	-5	-4	0	-3	4	2
NALP1 yeast inh	14	30	27	33	-4	7
VIM-2 inh	-1.0	-0.5	-1.4	-0.5	-3.6	0.6
IDE inh	2	2	1	-1	1	-1

[25] O=C1CC(NCc2ccncc2)C(=O)N1c1ccc(Cl)cc1 (configuration not stated)
[26] Cc1ccccc1OCc1nnc(SC(C)C(=O)O)n1Cc1ccccc1 (configuration not stated)
[27] CCN(CC)CCSc1nnc2c3cc(C)ccc3n(Cc3ccccc3)c2n1
[28] COc1cc(/C=N/NS(=O)(=O)c2ccc(Br)cc2)ccc1O
[29] Cn1c(SCC(=O)NCCNC(=O)CSc2nnc(C(F)(F)F)n2C)nnc1C(F)(F)F
[30] Cc1cc(Cl)ccc1OCC(=O)NCC(=O)N/N=C/c1ccco1
entry no.	25	26	27	28	29	30
IMP-1 inh	-2.8	-3.8	-2.2	-3.9	-1.4	-3.9
GPR7 antag	-13	-2	-2	-14	3	-16
IDE cell activ	1	7	.	-2	3	-2
PHOSPHO1 inh	-5	27	37	36	-5	9
p-CIP stab down	-3	-1	-8	-3	-6	0
PfM18AAP inh	5	-9	4	5	-8	0
NALP1 yeast inh	7	-3	2	-14	0	28
VIM-2 inh	-1.1	-2.0	23*	-2.8	-3.4	-2.5
IDE inh	-2	-1	-4	2	1	4

[31] COc1ccc(CCc2nc(C)ccc2O)cc1
[32] COc1ccc(C)cc1N(CC(=O)NC1CCCC1)C(=O)Cn1nnc(-c2ccc(C)o2)n1
[33] Cc1ccc(CNC(=O)C(=O)NCC2OCCCN2S(=O)(=O)c2cccs2)cc1 (configuration not stated)
[34] CCN(CC)S(=O)(=O)c1ccc2c(c1)nc(CCC(=O)O)n2CC
[35] Cc1ccc(C)c(NC(=O)c2cc(-c3cccnc3)nc3ccccc23)c1
[36] CC(=O)c1ccc(S(=O)(=O)NC2CC2)cc1
entry no.	31	32	33	34	35	36
IMP-1 inh	-2.9&1.4	-2.2	-1.6	-3.9	-1.3	-1.5
GPR7 antag	-4&-4	-7	-8	-6	-6	-4
IDE cell activ	5&9	3	2	4	4	3
PHOSPHO1 inh	18&12	18	18	-6	28	39
p-CIP stab down	-4&-5	-7	-5	-3	1	-11
PfM18AAP inh	3&5	11	-7	2	-1	14
NALP1 yeast inh	9&2	-15	19	-8	-20	4
VIM-2 inh	-1.3&-1.8	-2.4	-0.8	-4.0	-1.2	-1.9
IDE inh	8&2	.	-3	3	2	1

[37] Cc1ccc(CN2CCSc3ccc(C(=O)NCc4ccccn4)cc32)cc1
[38] C[C@]12CCC(=O)C=C1CC[C@@H]1[C@@H]2CC[C@@]2(C)[C@H]1CC[C@@]21CCC(=O)O1
[39] COc1ccc(C(=O)O/N=C(\N)Cc2ccc(Cl)c(Cl)c2)cc1OC
[40] Cc1cc(C)cc(CSCC(=O)NN=C2CCCCCC2)c1
[41] Cc1ccccc1C(OCC(O)CN1CCCCC1CCO)c1ccccc1 (configuration not stated)
[42] COc1ccc(OC)c(C2C(C#N)=C(N)N(N(C)C)C3=C2C(=O)CCC3)c1 (configuration not stated)
entry no.	37	38	39	40	41	42
IMP-1 inh	-0.8	-1.6	-1.2	-3.1	0.0	-2.9
GPR7 antag	6	11	7	-2	-7	15
IDE cell activ	5	-4	4	1	2	0
PHOSPHO1 inh	3	28	-18	7	3	.
p-CIP stab down	4	-16	0	-9	-2	-5
PfM18AAP inh	1	-3	2	9	11	1
NALP1 yeast inh	5	15	29	15	22	-1
VIM-2 inh	-2.4	-1.3	-2.0	-3.1	-0.6	-4.0
IDE inh	3	3	0	-1	3	6

[43] CC(=O)Oc1cc2oc(=O)cc(C)c2cc1OC(C)=O
[44] CCOCCCNC(=O)C1CC(=O)N(C2CCCC2)C1 (configuration not stated)
[45] CC(C)C[C@@H](COc1ccccc1)N1CCN(CC(C)C)CCC1=O
[46] CCOC(=O)CSc1nnc2n(Cc3ccccc3)c(=O)c3c4c(sc3n12)CCC4
[47] c1cncc(-c2noc(-c3ccc4ccccc4c3)n2)c1
entry no.	43	44	45	46	47
IMP-1 inh	-3.1	-4.2	-2.9	-3.6	-1.9
GPR7 antag	0	-7	9	-13	2
IDE cell activ	-2	-2	-3	1	2
PHOSPHO1 inh	27	-14	-7	51	36
p-CIP stab down	-9	3	-5	-13	4
PfM18AAP inh	47*	-12	1	-10	-1
NALP1 yeast inh	-10	17	7	17	12
VIM-2 inh	-1.2	-1.1	-0.7	-0.6	-0.2
IDE inh	0	4	7	.	-3

Of the compounds above, 10 have an aryl methoxy group:
[3] COc1ccc(-c2nc(CS(=O)CC(=O)NC(C)CCc3ccccc3)c(C)o2)cc1OC (configuration not stated)
[7] COc1ccc(-n2c(CSc3nc(C)cc(C)n3)nnc2SCC(=O)Nc2nccs2)cc1
[10] CCN1CCCC1CNC(=O)C(=O)Nc1ccc(OC)cc1 (configuration not stated)
[11] COCCNC(=S)N1CCc2cc(OC)c(OC)cc2C1COc1cc(C)cc(C)c1 (configuration not stated)
[13] COc1cc(/C=N/NC(=O)c2ccc(N(C)S(=O)(=O)c3ccccc3)cc2)cc(OC)c1OC
[28] COc1cc(/C=N/NS(=O)(=O)c2ccc(Br)cc2)ccc1O
[31] COc1ccc(CCc2nc(C)ccc2O)cc1
[32] COc1ccc(C)cc1N(CC(=O)NC1CCCC1)C(=O)Cn1nnc(-c2ccc(C)o2)n1
entry no.	3	7	10	11	13	28	31	32
IMP-1 inh	-0.4	-1.4	-1.2	-3.8	-2.8	-3.9	-2.9&1.4	-2.2
GPR7 antag	-4	1	9	-7	-12	-14	-4&-4	-7
IDE cell activ	4	7	-1	0	-3	-2	5&9	3
PHOSPHO1 inh	22	3	-3	13	-10	36	18&12	18
p-CIP stab down	1	-18	-3	-3	2	-3	-4&-5	-7
PfM18AAP inh	-3	-9	-2	1	-1	5	3&5	11
NALP1 yeast inh	17	10	21	-2	22	-14	9&2	-15
VIM-2 inh	0.7	0.6	1.3	-2.5	-3.3	-2.8	-1.3&-1.8	-2.4
IDE inh	1	0	-4	-1	4	2	8&2	.

[39] COc1ccc(C(=O)O/N=C(\N)Cc2ccc(Cl)c(Cl)c2)cc1OC
[42] COc1ccc(OC)c(C2C(C#N)=C(N)N(N(C)C)C3=C2C(=O)CCC3)c1 (configuration not stated)
entry no.	39	42
IMP-1 inh	-1.2	-2.9
GPR7 antag	7	15
IDE cell activ	4	0
PHOSPHO1 inh	-18	.
p-CIP stab down	0	-5
PfM18AAP inh	2	1
NALP1 yeast inh	29	-1
VIM-2 inh	-2.0	-4.0
IDE inh	0	6

Source: PubChem BioAssay (several laboratories)
